COUP-TFII inh: NR2F2 transcriptional activity inhibitors, primary screen, cell-based, luciferase reporter, HEK293T, luminescence. HEK293T NGFI-A luciferase reporter. inhibition, % at 8.6 µM. hit rate 0.7% among 370,000. AID 686940, 2013;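 active means inhibition above a per-plate cutoff, mean inhibition of test wells between control levels plus 3 SD, cut at about 38% in these data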;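 further: cells cotransfected with COUP-TFII expression vector driving the NGFI-A reporter; 0% = median of COUP-TF2 test wells and 100% = reporter-only cells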
LMP1 NFkB inh: EBV LMP1-driven NF-kappaB luciferase reporter inhibitors, primary screen, cell-based, luminescence, single point | AID 504558, 2011 | hit rate 0.69% among 350,000 | LMP1-induced NF-kappaB luciferase reporter cells | inhibition, % at 12.5 µM; in the data active means inhibition above about 41%;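 further: 0% = neutral control wells and 100% = reference inhibitor control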
SRC3 inh: SRC3 coactivator transcriptional activity inhibitors, primary screen, cell-based, luminescence | Nuclear receptor coactivator 3 (Homo sapiens), Q9Y6Q9 | HEK293 GAL4-SRC3 luciferase reporter | inhibition, % at 3.6 µM | hit rate 0.17% among 360,000 | AID 588352, 2011;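 active means inhibition above a per-campaign cutoff, the mean of all compounds plus 3 SD, cut at about 60% in these data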;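 further: 0% = DMSO-treated cells and 100% = gossypol-treated cells at 36 µM; higher means less SRC3-driven luciferase light from the GAL4 reporter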
LRH-1 inv ag: LRH-1 (NR5A2) inverse agonists, primary screen, cell-based, luminescence, HEK293T, StAR-luciferase reporter; Nuclear receptor subfamily 5 group A member 2 (Homo sapiens), O00482; LRH-1 transfected, 24 h; inhibition, % at 3.6 µM; hit rate 0.13% among 360,000; AID 602396, 2012;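 active means inhibition above the mean inhibition of all tested compounds plus 3 SD, cut at about 73% in these data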;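 further: 0% = DMSO wells and 100% = reporter-only cells lacking LRH-1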
NOD2-RIPK2 inh: NOD2-RIPK2 binding disruptors in cells, primary screen, fluorescence, CHO cells, BLA complementation; Receptor-interacting serine/threonine-protein kinase 2 (Homo sapiens), O43353; hit rate 0.38% among 360,000; inhibition, % at 4.98 µM; CCF4 ratio; in the data active means inhibition above about 21%;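 further: 0% = vehicle only and 100% = reference blocker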
NCOA2 inhibitor: inhibition of GAL4-SRC2 driven luciferase reporter, primary screen, SRC2 inhibitor project, cell-based, luminescence; Nuclear receptor coactivator 2 (Homo sapiens), Q15596; hit rate 0.17% among 370,000; inhibition, % at 9 µM; HEK293 GAL4-SRC2 luciferase reporter;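 active means inhibition above the mean inhibition of all tested compounds plus 3 SD, set per campaign, cut at about 52% in these data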;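 further: 0% = DMSO treated cells and 100% = cells given Gossypol at 36 µM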
TLR9-MyD88 block: inhibitors of TLR9-MyD88 association in cells, primary screen, cell-based, CHO, BLA complementation, fluorescence; inhibition, % at 4.98 µM; hit rate 0.21% among 340,000; Toll-like receptor 9 (Homo sapiens) + Myeloid differentiation primary response protein …; CCF4 FRET ratio;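 active means inhibition above the mean over all tested compounds plus 3 SD, cut at about 21% in these data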;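 further: 0% = DMSO only wells and 100% = clavulanate BLA inhibitor control wells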
MC4R barr agon: MC4R agonists recruiting beta-arrestin, primary screen, cell-based, luminescence, agonist arm of biased-ligand search; U2OS MC4R beta-arrestin complementation; percent of melanotan II response, DMSO zero; activation, % at 8.9 µM; hit rate 0.98% among 360,000;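 active means activation above a per-plate cutoff, the mean activation of sample wells on that plate plus 3 SD, cut at about 8% in these data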
ABHD5-PLIN5 inh: ABHD5-PLIN5 interaction inhibitors, primary screen, cell lysate, split luciferase complementation, luminescence; inhibition, % at 4 µM; Split G. princeps luciferase complementation, 4 h; hit rate 0.78% among 360,000; Perilipin-5 (Homo sapiens) + 1-acylglycerol-3-phosphate O-acyltransferase ABHD5 (Homo …;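 active means inhibition above the mean inhibition across every tested compound plus 3 SD, cut at about 22% in these data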;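 further: 0% = DMSO only wells and the 100% control is not disclosed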
MC4R antagonist: MC4R antagonists of cAMP signaling, primary screen, cell-based, TR-FRET, antagonist arm of biased-ligand search; Melanocortin receptor 4 (Homo sapiens), P32245; MC4R-expressing cells, MTII-stimulated cAMP, LANCE TR-FRET; inhibition, % at 6.5 µM; hit rate 0.48% among 360,000; AID 540295, 2011;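 active means inhibition above its plate's cutoff, the mean of tested wells on that plate plus 3 SD, cut at about 29% in these data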;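 further: 0% = Melanotan II alone and 100% = Melanotan II plus saturating MCL0020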
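Material – human MC4R-expressing U2OS cells · Repeats – no replicates · Detection – TR-FRET with Eu-cAMP and labeled anti-cAMP, 671 nm · Times – compound 30 min, challenge 1 h, detection 1 h · Compound – single nominal compound dose of 6.5 µM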
NCOA1 inh: SRC1 coactivator transcriptional activity inhibitors, primary screen, cell-based, luminescence; HEK293 GAL4-SRC1 luciferase reporter; hit rate 0.12% among 360,000; inhibition, % at 3.6 µM;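 active means inhibition above the campaign mean plus 3 SD, with each screening campaign given its own cutoff, cut at about 60% in these data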;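 further: 0% = DMSO treated cells and 100% = gossypol at 36 µM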
Target sequence (Q15788 whole entry, looked up, the tested form may be a part): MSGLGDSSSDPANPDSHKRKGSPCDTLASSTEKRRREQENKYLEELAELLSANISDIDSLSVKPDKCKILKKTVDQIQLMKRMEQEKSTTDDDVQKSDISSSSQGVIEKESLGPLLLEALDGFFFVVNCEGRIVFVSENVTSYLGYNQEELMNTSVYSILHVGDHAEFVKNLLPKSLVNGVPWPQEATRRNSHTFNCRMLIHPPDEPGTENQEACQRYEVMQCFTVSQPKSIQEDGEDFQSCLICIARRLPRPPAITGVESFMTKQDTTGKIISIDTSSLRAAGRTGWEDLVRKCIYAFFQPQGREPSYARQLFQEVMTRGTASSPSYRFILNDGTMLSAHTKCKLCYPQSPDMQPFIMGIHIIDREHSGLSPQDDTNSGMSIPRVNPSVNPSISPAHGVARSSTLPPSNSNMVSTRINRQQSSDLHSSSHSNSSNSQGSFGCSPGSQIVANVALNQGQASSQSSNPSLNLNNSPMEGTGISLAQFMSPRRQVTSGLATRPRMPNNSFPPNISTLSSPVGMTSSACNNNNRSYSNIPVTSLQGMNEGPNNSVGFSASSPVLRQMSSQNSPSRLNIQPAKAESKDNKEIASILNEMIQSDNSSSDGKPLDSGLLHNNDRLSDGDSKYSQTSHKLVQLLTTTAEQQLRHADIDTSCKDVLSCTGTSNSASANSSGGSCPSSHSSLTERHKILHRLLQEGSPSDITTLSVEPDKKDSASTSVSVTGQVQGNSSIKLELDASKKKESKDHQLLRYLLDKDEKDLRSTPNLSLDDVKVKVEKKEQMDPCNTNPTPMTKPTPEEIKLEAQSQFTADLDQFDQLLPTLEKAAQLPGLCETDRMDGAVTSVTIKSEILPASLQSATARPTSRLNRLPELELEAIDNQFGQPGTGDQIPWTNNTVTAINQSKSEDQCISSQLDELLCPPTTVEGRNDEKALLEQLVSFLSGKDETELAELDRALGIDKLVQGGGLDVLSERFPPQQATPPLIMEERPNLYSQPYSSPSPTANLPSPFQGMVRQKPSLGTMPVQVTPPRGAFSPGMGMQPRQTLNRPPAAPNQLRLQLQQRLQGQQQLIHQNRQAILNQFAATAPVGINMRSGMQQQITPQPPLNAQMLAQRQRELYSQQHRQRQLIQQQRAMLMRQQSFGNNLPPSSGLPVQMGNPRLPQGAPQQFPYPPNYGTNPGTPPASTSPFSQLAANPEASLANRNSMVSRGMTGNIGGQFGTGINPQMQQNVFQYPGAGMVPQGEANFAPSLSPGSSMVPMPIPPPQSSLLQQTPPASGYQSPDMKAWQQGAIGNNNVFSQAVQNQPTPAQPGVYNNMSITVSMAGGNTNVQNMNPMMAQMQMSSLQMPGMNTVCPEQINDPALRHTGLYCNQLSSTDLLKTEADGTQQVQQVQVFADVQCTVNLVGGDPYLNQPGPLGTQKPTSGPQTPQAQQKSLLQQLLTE
The depositor's hits bear a star; nt = no result given; & = joins results of further samples. Not all compounds are listed. The share of hits here may be higher or lower than overall.

SMILES	COUP-TFII inh	LMP1 NFkB inh	SRC3 inh	LRH-1 inv ag	NOD2-RIPK2 inh	NCOA2 inhibitor	TLR9-MyD88 block	MC4R barr agon	ABHD5-PLIN5 inh	MC4R antagonist	NCOA1 inh
COCCCN1C2=C(C(=O)CC(C)(C)C2)C(c2ccc(OC)c(OC)c2)C2=C1CC(C)(C)CC2=O	3	-10	10	16	-3	-9	6	-0.3	1	7	-14
O=C(O)CC1S/C(=N\N=C2CCCCCC2)N(c2ccccc2)C1=O (stereo unspecified)	4	-4	32	21	-5	4	6	1.7	5	3	28
CC1CCc2nc(NC(=O)CCSc3ccccc3)sc2C1 (stereo unspecified)	-17	-7	2	-9	5	-4	1	2.2	2	9	-6
CCNC(=O)Oc1ccc[nH]c1=O	15	0	-5	13	-8	-19	-5	-1.1	-12	-7	16
COc1cccc2c(O)c(-c3ccccc3)c(=O)[nH]c12	-2	nt	-4	-9	-4	-42	nt	-1.0	3	13	5
Cc1c(C(=O)N2CC3(CC(c4cccc(NC(=O)CC(c5ccccc5)c5ccccc5)c4)=NO3)C[C@@H]2C(N)=O)cc([N+](=O)[O-])cc1[N+](=O)[O-] (stereo partly specified)	-5	-8	-22	-11	3	13	-3	-2.0	9	20	-6
Cc1cc(C)n(C(=O)c2ccc(S(=O)(=O)N3CCOCC3)cc2)n1	nt	5	2	6	-8	nt	-10	-1.1	-3	8	-20
Cc1cccc(C(=O)Nc2ccc3c(c2)nc(C)n3C)c1	-43	12	-66	-146	-6	-62	2	-1.0	-8	10	-56
COc1cccc2c1OCC/C2=N\NC(=O)C(C)Oc1ccc([N+](=O)[O-])cc1 (stereo unspecified)	-11	8	13	-6	-5	-14	-1	-1.9	2	0	1
CN(CC(=O)Nc1cccc(F)c1)C(=O)c1cc(S(=O)(=O)N2CCN(c3ccccc3)CC2)ccc1Cl	15	12	-9	2	-18	7	0	-2.3	9	8	9
O=C(Cc1ccc([N+](=O)[O-])cc1)Nc1ccc(Cl)cc1	-7	9	14	-26	-7	3	1	-0.6	-2	8	-92
O=Cc1c(-c2ccc(Cl)cc2)oc2ccc(O)cc12	-26	nt	-86	-122	-3	-55	nt	1.2	-9	-4	-78
COc1ccc(NC(=O)CO/N=C/C(=O)Nc2ccccc2C)c([N+](=O)[O-])c1	1	-8	-6	12	5	-40	-12	-2.0	1	1	-28
Fc1ccc(-c2csc(NC3=NCCC3)n2)cc1	-6	-11	-55	-8	1	-39	2	-1.6	3	-1	-21
C=CCOc1ccc2c(c1)c(=O)cc(C(=O)O)n2CC	6	-1	18	-3	6	16	6	1.6	9	-7	-3
Cc1cc(C(=O)Cn2nc(C(=O)O)c3ccccc3c2=O)c(C)n1-c1ccc(F)cc1	-18	-3	-22	-25	4	-48	-7	1.5	-5	0	-13
Cc1nn(-c2ccccc2)c(C)c1/C=N/n1c(-c2ccc(Cl)cc2)n[nH]c1=S	7	3	14	1	4	7	-4	-2.2	-3	-4	-7
COCCN(CC1CCCN(C2Cc3ccccc3C2)C1)C(=O)CCSC (stereo unspecified)	-16	18	-6	-2	-8	-29	-8	0.5	-14	13	-2
CCOC(=O)c1[nH]cnc1C(=O)Nc1cccc(OC)c1	-7	3	24	5	6	1	-3	-1.2	3	12	19
CN(C(=O)c1ccc(NC(=O)Cc2cccc(NC(=O)C3CCCN(C(=O)C4CC4)C3)c2)cc1)C1CCCC1 (stereo unspecified)	-10	9	6	-8	-7	11	4	-2.1	14	9	-8
COc1ccc(CCn2c(SCC(=O)Nc3cc(C)on3)nc3ccccc3c2=O)cc1OC	-8	1	2	-22	2	-25	0	0.5	5	15	-8
CCOc1ccc(-n2c(C)cc(/C=N/N(C)C)c2C)cc1	11	7	0	20	-15	-4	-2	-3.7	2	-3	-10
O=c1c2cccnc2n(-c2ccccc2)n1Cc1c(Cl)cccc1Cl	-6	-12	23	-14	-7	16	-1	-1.9	-3	-1	3
N#C/C(=C(/O)Cc1ccccc1)P(=O)(c1ccccc1)c1ccccc1	3	2	4	7	-6	-29	5	-0.5	-3	-6	5
O=C(/C=C/c1cc[n+](CC(=O)c2ccc3cccc4c3c2CC4)cc1)c1ccc2cccc3c2c1CC3	nt	11	12	2	-9	nt	-10	0.9	23*	18	-9

ABHD5-PLIN5 inh: what is marked active above.
SMILES	COUP-TFII inh	LMP1 NFkB inh	SRC3 inh	LRH-1 inv ag	NOD2-RIPK2 inh	NCOA2 inhibitor	TLR9-MyD88 block	MC4R barr agon	ABHD5-PLIN5 inh	MC4R antagonist	NCOA1 inh
O=C(/C=C/c1cc[n+](CC(=O)c2ccc3cccc4c3c2CC4)cc1)c1ccc2cccc3c2c1CC3	nt	11	12	2	-9	nt	-10	0.9	23*	18	-9

Limited to COUP-TFII inh, for three of the compounds above:
Structure,COUP-TFII inh
Cc1cc(C(=O)Cn2nc(C(=O)O)c3ccccc3c2=O)c(C)n1-c1ccc(F)cc1,-18
Cc1nn(-c2ccccc2)c(C)c1/C=N/n1c(-c2ccc(Cl)cc2)n[nH]c1=S,7
COCCN(CC1CCCN(C2Cc3ccccc3C2)C1)C(=O)CCSC (stereo unspecified),-16

Other structures.
SMILES	COUP-TFII inh	LMP1 NFkB inh	SRC3 inh	LRH-1 inv ag	NOD2-RIPK2 inh	NCOA2 inhibitor	TLR9-MyD88 block	MC4R barr agon	ABHD5-PLIN5 inh	MC4R antagonist	NCOA1 inh
Nc1nc(C2CC(=O)OC23CCCCC3)cs1 (stereo unspecified)	-9	-22	3	24	-12	-1	-6	-0.6	4	0	3
COc1cc(C(C(=O)NC2CCCCC2)N(C(=O)Cc2c[nH]c3ccccc23)c2ccccc2C)cc(OC)c1OC (stereo unspecified)	6	3	5	-9	6	16	-9	-0.7	-3	13	-2
O=C1C2C(C(=O)N1/N=C/c1ccc([N+](=O)[O-])o1)C1C=CC2C12CC2 (stereo unspecified)	-10	-24	-8	13	-7	-13	3	-2.5	0	26	-33
Cc1csc(=O)n1CC(=O)OCC(=O)Nc1cc(S(=O)(=O)N2CCOCC2)ccc1Cl	0	-2	-6	-1	-4	10	1	-1.2	5	-1	-2
COc1cc(C2C(C(=O)Nc3ccccc3OC)=C(C)Nc3ncnn32)ccc1O (stereo unspecified)	4	-4	-5	-5	-13	-14	0	-0.1	6	5	-2
CCOc1ccc(N2CC(C(=O)NCc3cccc(C)c3)CC2=O)cc1 (stereo unspecified)	0	4	-4	5	-1	-36	-2	0.7	8	10	-14
Cc1ccc(C(=O)N2CC(C)CC(C)C2)cc1NC1=NC2CS(=O)(=O)CC2S1 (stereo unspecified)	-12	-2	15	0	-8	-22	4	-0.8	-1	2	5
CCN(CC)c1ccc(S(=O)(=O)N2CCCCC2)cc1NC(=O)C1=COCCO1	6	-1	12	21	-4	5	-3	1.0	-3	11	2
C/C(N)=C(/C#N)C(=O)COC(=O)c1cc(C)n(-c2ccc(F)cc2)c1C	-62&-21	-29&-4	-180&-132	-94&-178	-4&6	-37&-53	-2&5	0.2&1.6	-5&5	0&-1	-116&-118
C1=C(CCNc2ncnc3nc[nH]c23)CCCC1	2	3	-50	-55	-1	7	5	-1.2	0	12	-48
O=C(c1cc2c(s1)CCCC2)N1CCN(S(=O)(=O)c2ccccc2C(F)(F)F)CC1	4	1	-6	-7	-12	4	-17	0.5	-5	7	2
CCN1C(=O)[C@H]2[C@@H](c3ccc(-c4cccc(Cl)c4)cc3)N[C@@](C)(C(=O)OC)[C@H]2C1=O	4	1	5	5	-13	-13	4	-0.1	5	1	0
CC1(C(=O)NS(=O)(=O)c2cccc(F)c2)CCN1C(=O)c1cccc2ccccc12 (stereo unspecified)	-1	nt	9	-13	5	23	nt	-0.7	1	-3	2
CN1CCN(c2oc(-c3ccco3)nc2S(=O)(=O)c2ccccc2)CC1	6	5	4	-7	-3	9	-13	0.8	4	10	-5
COc1cccc(-n2c(C)cc(/C=C3\C(=N)N4N=C(CC(=O)N5CCOCC5)SC4=NC3=O)c2C)c1	-10	-1	-1	-10	-3	2	-7	-4.0	2	10	0
O=C(Nc1ccc(C(=O)N2CCN(c3ccc(F)cc3)CC2)cc1)C1=CSCCO1	17	-4	13	-2	-1	14	-7	-0.5	0	-5	15
CC(=O)c1cccc(N(CC(=O)NC2CCCC2)C(=O)c2ccc(C)s2)c1	6	-3	2	3	-8	-12	1	0.9	-3	12	9
O=C(COC(=O)c1cc([N+](=O)[O-])ccc1N1CCOCC1)c1ccccc1	-19	1	-8	3	-15	18	-7	0.5	-5	-8	7
O=C(NC(=S)N1CC=CCC1)c1ccccc1	-11	2	-8	2	-4	1	3	0.8	1	-4	1
Cc1ccc(S(=O)(=O)N2CCN(CC(O)c3ccccc3)CC2)cc1C (stereo unspecified)	-3	6	16	9	-2	-10	6	-2.9	-2	-1	-8
N=c1ncn(CC(O)CO)c2nc(N3CCOCC3)[nH]c12 (stereo unspecified)	-14	-1	2	-9	-2	9	3	-1.6	-2	10	-1
Cc1cccc(C2c3[nH]c4ccccc4c3CCN2C(=O)c2cc(-c3cccn3C)n[nH]2)n1 (stereo unspecified)	-4	5	-3	3	-9	-3	-14	2.1	4	4	10

Look-ups from above.
`Fc1ccc(-c2csc(NC3=NCCC3)n2)cc1` in MC4R barr agon = -1.6
`O=C(NC(=S)N1CC=CCC1)c1ccccc1` in LRH-1 inv ag = 2
`COc1ccc(NC(=O)CO/N=C/C(=O)Nc2ccccc2C)c([N+](=O)[O-])c1` in NOD2-RIPK2 inh = 5

Retrieved by compound from the list above:
SMILES	COUP-TFII inh	LMP1 NFkB inh	SRC3 inh	LRH-1 inv ag	NOD2-RIPK2 inh	NCOA2 inhibitor	TLR9-MyD88 block	MC4R barr agon	ABHD5-PLIN5 inh	MC4R antagonist	NCOA1 inh
CN(CC(=O)Nc1cccc(F)c1)C(=O)c1cc(S(=O)(=O)N2CCN(c3ccccc3)CC2)ccc1Cl	15	12	-9	2	-18	7	0	-2.3	9	8	9
COCCN(CC1CCCN(C2Cc3ccccc3C2)C1)C(=O)CCSC (stereo unspecified)	-16	18	-6	-2	-8	-29	-8	0.5	-14	13	-2

Screening results as filed in PubChem BioAssay.
